Bioassay records: PubChem, several laboratories
PolyA inh = inhibitors of polyadenylation in S. cerevisiae; S. cerevisiae SKY197-pL101 polyadenylation reporter, beta-gal luminescence; efflux-impaired pdr1/pdr3 knockout yeast; score 100 = 6 SD above DMSO; calls only at 12 µM; actives 0.02% (n = 300,000); AID 1875;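 active = lowest replicate activity score at least 50, where 100 means six control SD above control mean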;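 note: yeast exposed to compound for 9 h at 30 °C; higher score means more reporter readthrough which indicates perturbed polyadenylation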
KCNQ1 block = blocks the human KCNQ1 potassium channel. P51787. B-score at 10 µM. CHO-K1 KCNQ1, FluxOR thallium flux fluorescence; active compounds read high. actives 1.3% (n = 310,000);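 active = compounds whose thallium flux B-score, printed positive for inhibition, exceeds three library SD while starting fluorescence stays within three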;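 note: channel opened by potassium depolarization with thallium stimulus after 20 min compound exposure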
Dyrk1A ADPGlo = Dyrk1A (rat) kinase inhibition | Q63470 | ADP-Glo luminescence, NFATc1 peptide | actives 0.43% (n = 310,000) | AID 504441 | inhibition, % at 12.5 µM; in the data active = inhibition above about 50%;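 note: plate controls were vehicle with enzyme for no effect and no enzyme for full effect; many of its hits are not listed in these tables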
hERG protect = shields human hERG channel from block by proarrhythmic agents; Q12809; CHO-hERG, FluxOR thallium flux, dofetilide IC70 present; activation (rescue from dofetilide block), less the hit threshold, % at 10 µM; actives 0.51% (n = 310,000); AID 1511;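 active = activation above the mean of controls blocked by dofetilide plus 5 SD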;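 note: thallium influx through hERG after potassium depolarization seen as dye fluorescence rise; in these data hits start at about 4.7%; inactives centre near -7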
KCNK3 block = human KCNK3 channel inhibition, primary screen; O14649; CHO-KCNK3 thallium flux, FluxOR fluorescence; active compounds read low; B-score at 10 µM; actives 0.84% (n = 340,000); AID 602410;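 active = B-score under library mean minus 4 SD, starting fluorescence ratio at most library mean plus 5 SD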;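 note: more negative B-score means stronger inhibition of thallium flux through KCNK3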
RGS4 inh = inhibitors of human RGS4; P49798; HEK293 M3R/RGS4 inducible, Fluo-4 calcium flux; active compounds read high; triggered by carbachol at its EC20; B-score at 10 µM; actives 0.45% (n = 310,000);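 active = B-score, a plate-corrected calcium signal, over three deviations above library mean, with baseline fluorescence within five deviations of library mean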;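 note: RGS4 expression induced by doxycycline in cells with stable M3 receptor; B-score is computed from the integrated fluorescence ratio over baseline after carbachol; higher B-score means a larger calcium signal and so more RGS4 inhibition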
Target sequence (P49798 whole entry, looked up): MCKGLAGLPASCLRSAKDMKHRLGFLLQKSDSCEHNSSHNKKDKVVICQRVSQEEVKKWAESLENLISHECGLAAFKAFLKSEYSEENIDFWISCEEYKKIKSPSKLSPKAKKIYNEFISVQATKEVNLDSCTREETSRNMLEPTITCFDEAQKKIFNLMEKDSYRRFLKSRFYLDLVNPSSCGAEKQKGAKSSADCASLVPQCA
KCNK9 inh = blocks the human KCNK9 two-pore domain potassium channel | B-score at 10 µM | actives 1.2% (n = 310,000) | HEK293 KCNK9, FluxOR thallium flux fluorescence; active compounds read low | AID 488922 | Q9NPC2;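 active = ratio B-score over 3 SD below the library mean, with starting fluorescence within 5 SD of its mean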;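 note: negative B-score means less thallium flux so channel inhibition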
Target sequence (Q9NPC2 whole entry, looked up, the tested form may be a part): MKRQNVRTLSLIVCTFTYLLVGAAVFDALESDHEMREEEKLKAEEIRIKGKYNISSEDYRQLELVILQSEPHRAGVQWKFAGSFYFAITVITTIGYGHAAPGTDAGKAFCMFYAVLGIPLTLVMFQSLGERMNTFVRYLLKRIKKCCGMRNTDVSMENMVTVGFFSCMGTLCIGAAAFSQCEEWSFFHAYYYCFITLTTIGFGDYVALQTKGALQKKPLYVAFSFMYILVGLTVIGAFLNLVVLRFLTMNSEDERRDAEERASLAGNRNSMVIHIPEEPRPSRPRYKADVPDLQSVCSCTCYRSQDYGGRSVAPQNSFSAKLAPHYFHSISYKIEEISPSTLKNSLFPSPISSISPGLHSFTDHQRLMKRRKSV
KCNQ1 act = human KCNQ1 channel potentiation or activation; B-score at 10 µM; CHO-K1 KCNQ1, thallium flux FluxOR fluorescence; active compounds read high; P51787; actives 0.35% (n = 310,000);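 active = fluorescence ratio B-score, a plate-corrected score, at least three library SD, with initial intensity B-score within 5 SD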
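Schedule – 37 °C overnight plating, 90-min dark dye load, 20-min compound pretreatment · System – stable KCNQ1 CHO-K1 line · Probe or stimulus – thallium- and potassium-containing depolarizing buffer · Measured by – kinetic FluxOR fluorescence, 10 s baseline plus 110 s post-stimulus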
GSK3B inh = human GSK3beta kinase inhibition. P49841. GST-GSK3beta kinase, ADP-Glo luminescence, 60 min; active compounds read low. activity score (negative = inhibition), % at 10 µM. actives 0.038% (n = 300,000);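 active = more than half of replicate wells score below -50%, meaning over 50% inhibition versus plate controls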;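 note: 0% = median DMSO wells and -100% = median GW8510 positive control wells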
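Test system: GST-tagged human GSK3beta kinase, cell-free; evaluation: activity score scaled between in-plate DMSO and GW8510 controls; measured by: ADP-Glo luminescence; incubation: 60 min reaction, RT; benchmarks: DMSO and 20 µM GW8510; reagent: peptide substrate plus 25 µM ATP (final); medium: Tris/MgCl2 kinase buffer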
RGS4 pot = potentiators or activators of RGS4; AID 463111; HEK293 M3R/inducible RGS4, carbachol calcium flux Fluo4; active compounds read low; actives 0.92% (n = 310,000); B-score at 10 µM;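 active = B-score of the integrated calcium signal more than 4 SD below the library mean, with starting fluorescence not abnormally high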;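 note: negative B-score means reduced calcium response which marks RGS4 activation or potentiation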
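Assay system: HEK293 FlpIn-TREx cells, stable M3R, doxycycline-inducible RGS4 / Probe or stimulus: carbachol, ECmax concentration / Times: overnight RGS4 induction, 30 min dye load 37 °C, 20 min compound RT / Signal: kinetic calcium fluorescence imaging with Fluo4-AM dye, 2 µM / Measure: Agonist-evoked peak-minus-minimum fluorescence over baseline, integrated ratio, B score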
GSK3 alpha inh = inhibitors of human GSK-3 alpha kinase. inhibition, % at 10 µM. P49840. AID 2650. ADP-Glo luminescence, 60 min. actives 0.1% (n = 320,000);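 in the data active = inhibition above about 50%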;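 note: GST-tagged GSK-3 alpha with peptide substrate and 25 µM ATP; 0% = DMSO neutral wells and 100% = GW8510 positive control wells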
Target sequence (P49840 whole entry, looked up): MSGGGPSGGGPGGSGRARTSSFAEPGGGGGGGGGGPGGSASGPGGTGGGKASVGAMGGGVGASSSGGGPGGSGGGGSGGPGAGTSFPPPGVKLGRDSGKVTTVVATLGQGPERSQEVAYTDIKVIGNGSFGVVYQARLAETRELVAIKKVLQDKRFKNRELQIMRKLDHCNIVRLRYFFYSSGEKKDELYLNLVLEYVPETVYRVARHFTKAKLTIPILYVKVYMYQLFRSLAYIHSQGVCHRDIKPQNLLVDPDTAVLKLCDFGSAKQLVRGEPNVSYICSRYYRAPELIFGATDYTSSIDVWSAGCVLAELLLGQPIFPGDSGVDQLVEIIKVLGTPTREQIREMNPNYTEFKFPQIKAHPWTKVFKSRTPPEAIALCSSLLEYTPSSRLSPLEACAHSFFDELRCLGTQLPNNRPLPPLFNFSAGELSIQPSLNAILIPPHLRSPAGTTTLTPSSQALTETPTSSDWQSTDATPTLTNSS
* hit, by the source's call; i = inactive; / = not tested or not shown. Not all compounds are listed; rates above refer to the full screens.

SMILES	PolyA inh	KCNQ1 block	Dyrk1A ADPGlo	hERG protect	KCNK3 block	RGS4 inh	KCNK9 inh	KCNQ1 act	GSK3B inh	RGS4 pot	GSK3 alpha inh
CCOc1cc(-c2nnc(NC(=O)C3=COCCO3)o2)cc(OCC)c1OCC	i	i	7	-9	i	i	i	i	-2	i	-1
CCc1ccccc1OCc1nc2ccc(S(=O)(=O)N3CCOCC3)cc2[nH]1	i	i	-2	-15	i	i	i	i	1	i	0
CSCCC(NS(=O)(=O)c1ccc(Cl)cc1)C(=O)O (stereo not drawn)	i	i	1	-5	i	i	i	i	0	i	/
O=C(c1cccc(F)c1)N1CCC2(CC1)NCCc1[nH]cnc12	i	i	4	-4	i	i	i	i	1	i	-2
COc1ccc2c(CC(=O)Nc3ccc(OC)nc3)coc2c1	i	i	/	-11	i	i	i	i	-1	i	5
O=C(NCCCN1CCOCC1)c1ccc(S(=O)(=O)Nc2ccccc2)cc1	i	i	14	-12	i	i	i	i	-1	i	-3
COc1ccccc1CNC(=O)N1CCN(S(=O)(=O)c2ccccc2)CC1	i	i	-8	-11	i	i	i	i	2	i	2
CCc1ccc(OCC(=O)N/N=C/c2cc([N+](=O)[O-])ccc2N2CCCCCC2)cc1	i	i	-3	-9	i	i	-6.7*	i	4	i	0
CC(C)c1ccc([N+](=O)[O-])cc1S(=O)(=O)N1CCN(C)CC1	i	i	-7	-7	i	i	i	i	0	i	-2
Cc1ccccc1-c1nc(CS(=O)(=O)CC(=O)NCc2ccc3c(c2)OCO3)c(C)o1	i	i	7	-12	i	i	i	i	0	i	1
Cc1ccc(NC(=O)CSCC(=O)O)cc1	i	i	4	-4	i	i	i	i	4	i	-1
COc1ccccc1NC(=O)CCC(=O)Nc1nnc(C2CCCCC2)s1	i	i	0	-7	i	i	i	i	0	i	0
Cc1ccc2[nH]c3c(c2c1)CCNC3=O	i	i	-4	-8	i	i	i	i	-3	i	15
CCc1cccc(NC(=O)C2CCCN(S(=O)(=O)c3cnc[nH]3)C2)c1 (stereo not drawn)	i	i	-9	-4	i	i	i	i	11	i	-1
CC(=O)Nc1ccc(S(=O)(=O)N(Cc2ccco2)Cc2cc3ccccc3[nH]c2=O)cc1	i	i	-7	-16	i	i	i	i	-2	i	1

Next part, overlapping the part above by 2 compounds.
SMILES	PolyA inh	KCNQ1 block	Dyrk1A ADPGlo	hERG protect	KCNK3 block	RGS4 inh	KCNK9 inh	KCNQ1 act	GSK3B inh	RGS4 pot	GSK3 alpha inh
CCc1cccc(NC(=O)C2CCCN(S(=O)(=O)c3cnc[nH]3)C2)c1 (stereo not drawn)	i	i	-9	-4	i	i	i	i	11	i	-1
CC(=O)Nc1ccc(S(=O)(=O)N(Cc2ccco2)Cc2cc3ccccc3[nH]c2=O)cc1	i	i	-7	-16	i	i	i	i	-2	i	1
CCCCN1C(=O)C(CC(=O)NCC)SC1=Nc1ccccc1 (stereo not drawn)	i	i	-4	-6	i	i	i	i	2	i	-4
O=C(CN1CCN(c2ccccn2)CC1)NC1CCCC1	i	i	2	-5	i	i	i	i	0	i	-1
C=C(C)n1c(=O)n(Cc2ccccc2C)c2ccccc21	i	i	-4	-2	i	i	i	i	0	i	-1
CN(C)C(=O)Cn1c(SCC(=O)NCc2ccc3c(c2)OCO3)nc2ccccc21	i	i	-5	-8	i	i	i	i	3	i	-2
CC1=NN(c2ccc(C)cc2C)C(=O)C1C(c1ccccc1)C1C(=O)N(c2ccc(C)cc2C)N=C1C (stereo not drawn)	i	i	11	-6	i	i	i	i	1	i	1
COC(=O)c1ccc(C(=O)OC)c(NC(=S)N2CCN(c3ccccc3)CC2)c1	i	i	2	1	i	i	i	i	-2	i	-3
CCOc1ccc(C(=O)Nc2c3c(nn2-c2ccccc2)CS(=O)(=O)C3)cc1	i	i	0	-8	i	i	i	i	1	i	-2
CCOC(=O)c1cnc2c(C)cc(Cl)cc2c1NCCCN1CCOCC1	i	i	4	-7	i	i	i	i	0	i	-2
CCOc1ccc(N(CC(=O)NCc2ccc(OC)cc2)S(C)(=O)=O)cc1	i	i	-7	3	i	i	i	i	-6	i	-2
Nc1n[nH]c(C(F)(F)F)c1-c1ccccc1	i	i	3	-11	i	i	i	i	0	i	6
O=C(Nc1nsc(-c2ccccc2)n1)c1cccs1	i	i	17	-13	i	i	i	i	-5	i	3
C[C@@H]1CC=C[C@H]2[C@H]1C(=O)N(Cc1ccccc1)[C@H]2c1ccc(C(F)(F)F)cc1	i	i	12	-18	i	i	i	i	1	i	-1
Cc1nnc(N/N=C/c2ccc(Br)cc2)n1N	i	i	-2	-1	i	i	i	i	4	i	-1
CCNC(=O)NCc1c(C)c(C)n(Cc2ccccc2)c1-n1cccc1	i	i	-1	-17	i	i	i	i	6	i	-3
COc1cccc(CNC(=O)C2CCN(S(=O)(=O)c3ccc4c(c3)CC(C)N4C(C)=O)CC2)c1 (stereo not drawn)	i	i	-8	-6	i	i	i	i	-1	i	1
COc1ccc(-c2noc(-c3cccnc3)n2)cc1OC	i	i	7	-12	i	i	i	i	1	i	1
COc1ccccc1N1CCN(C(c2ccc(F)cc2)c2nnnn2C(C)C)CC1 (stereo not drawn)	i	i	4	-2	i	i	i	i	2	i	/
COc1ccc(NC(=O)/C(C#N)=C/c2ccc(-c3ccccc3C(=O)O)o2)cc1	i	i	7	-4	i	i	i	i	2	i	-3
CCOc1ccc(S(=O)(=O)N2CCN(C(=O)c3sccc3C)CC2)cc1	i	i	3	0	i	i	i	i	1	i	-3
COC(=O)c1c(N)sc(C(C)=O)c1C	i	i	36	-5	i	i	i	i	3	i	-1
CCc1cccc(CC)c1-n1c(SCC(=O)c2c(N)n(C)c(=O)n(C)c2=O)nnc1-c1cccnc1	i	i	1	-3	i	i	i	i	0	i	1
C/C(CC(=O)Nc1ccc([N+](=O)[O-])cc1)=N\NC(=O)c1ccccc1[N+](=O)[O-]	i	i	16	-3	i	i	i	i	5	i	0
Cc1ccccc1NC(=O)CSc1nnc(NC(=O)c2ccco2)s1	i	i	-1	-13	i	i	i	i	-1	i	-1
Cc1ccsc1C(=O)NCCc1ccc(S(N)(=O)=O)cc1	i	i	4	-4	i	i	i	i	0	i	0
O=C(/C=C/c1ccc([N+](=O)[O-])cc1)NCc1ccc2c(c1)OCO2	i	i	/	-11	i	i	i	i	-1	i	1
NC(=O)c1c(NC(=O)C2COc3ccccc3O2)sc2c1CCN(Cc1ccccc1)C2 (stereo not drawn)	i	i	7	-12	i	i	i	i	3	i	-2
CC(C)CNC(=O)C(=O)NCC1OCCCN1S(=O)(=O)c1ccc2c(c1)OCCO2 (stereo not drawn)	i	i	-3	-5	i	i	i	i	4	i	-2
C=CCNc1ncnc2ccc(Br)cc12	i	i	43	-5	i	i	i	i	-2	i	7
O=C(Cc1c[nH]c2ccccc12)NCc1ccc(Cl)cc1	i	i	-3	-3	i	i	i	i	1	i	0
COC(=O)c1ccc(NS(=O)(=O)NC(=O)c2c[nH]c3ccccc23)cc1	i	i	/	-13	i	i	i	i	0	i	-2
CC1CCCN(C(=O)C(C)Sc2nc(-c3ccccc3)cc(C(F)(F)F)n2)C1 (stereo not drawn)	i	i	-6	-7	i	i	i	i	2	i	-2
CCC(O)CNC(=O)NC(=C(Cl)Cl)c1ccc(C)c(F)c1 (stereo not drawn)	i	i	-2	-10	i	i	i	i	12	i	-2
CCc1ccc(NC(=O)COc2ccc(Br)cn2)cc1	i	i	2	2	i	i	i	i	-5	i	0
Cc1sc2nc(CSc3nc4ccccc4s3)[nH]c(=O)c2c1C	i	i	/	-9	/	i	i	i	2	i	-1
CCC(C)NC(=O)C1CCN(C(=O)COc2ccc3c4c(c(=O)oc3c2C)CCCC4)CC1 (stereo not drawn)	i	i	-4	-5	i	i	i	i	2	i	-3
COc1ccc(C(=O)NCCS(=O)(=O)N2CCC3(CC2)OCCO3)cc1	i	i	/	-8	i	i	i	i	-2	i	-1
COc1ccccc1NC(=O)CSc1ncc(CO)n1Cc1ccc(F)cc1	i	i	4	-7	i	i	i	i	-2	i	5
COc1cc(C(=O)Nc2ccc(NC(=O)c3ccco3)nc2)cc(OC)c1OC	i	i	-1	-8	i	i	i	i	3	i	2
Oc1ccc(Oc2ccc3c(C(F)(F)F)cc(C(F)(F)F)nc3n2)cc1	i	i	-4	-5	i	i	i	i	-2	i	1
COc1ccc(N2CC(NS(=O)(=O)c3cccs3)CC2=O)cc1OC (stereo not drawn)	i	i	3	-15	i	i	i	i	-1	i	-1
Cn1cccc1C(=S)N=P(C1CCCCC1)(N1CCOCC1)N1CCOCC1	i	i	-4	-7	i	i	i	i	1	i	-2
CCCCNC(=O)C1(NC(=O)Nc2ccccc2)CCCCC1	i	i	-5	-16	i	i	i	i	-1	i	-1
Cc1cc2cc(CCNC(=O)CCCc3ccccc3)c(=O)[nH]c2cc1C	i	i	-1	-4	i	i	i	i	-4	i	0
O=C(NCCN1CCCC1=O)Nc1ccccc1	i	i	3	-4	i	i	i	i	-3	i	0
CCc1ccc2c(c1)c1nnc(NN)nc1n2CC	i	i	9	-7	i	i	i	i	1	i	2
Cc1ccccc1Oc1ccc(S(=O)(=O)NCCC(=O)O)cc1	i	i	-13	-9	i	i	i	i	4	i	-7
COCCNC(=S)N/N=C(\C)c1ccc(Cl)s1	i	i	0	-1	i	i	i	i	-1	i	-2
O=[N+]([O-])c1ccc2c(c1)ncn2CCc1ccccc1	i	i	4	-7	i	i	i	i	-3	i	0
CN(C)c1oc(COc2ccccc2F)nc1C#N	i	i	-8	-4	i	i	i	i	1	i	0
Cc1ccc(C)c(NC2=NCC(=O)N2C2CCCCC2)c1	i	i	4	-7	i	i	i	i	2	i	0
O=C(NC(c1ccc(Cl)cc1)c1cc(Cl)c2cccnc2c1O)c1cccnc1 (stereo not drawn)	i	i	2	-3	i	i	i	i	-5	i	-2
O=C1CN(C(=O)COC(=O)/C=C/c2ccc(OC(F)F)cc2)c2ccccc2N1	i	i	-4	-9	i	i	i	i	2	i	1
